Screening results from PubChem BioAssay.
Bcl-W Bim block = inhibitors of Bim binding to Bcl-W, primary screen, biochemical, multiplexed, bead-based flow cytometry; Bim peptide-Bcl-W binding; inhibition, % at 10 µM; 190,000 tested, 0.02% active; AID 952, 2007;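 note: 0% = bound tracer without compound and 100% = peptide blocker; higher means less fluorescent Bim peptide bound to Bcl-W beads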
Target sequence (Q92843 whole entry, looked up): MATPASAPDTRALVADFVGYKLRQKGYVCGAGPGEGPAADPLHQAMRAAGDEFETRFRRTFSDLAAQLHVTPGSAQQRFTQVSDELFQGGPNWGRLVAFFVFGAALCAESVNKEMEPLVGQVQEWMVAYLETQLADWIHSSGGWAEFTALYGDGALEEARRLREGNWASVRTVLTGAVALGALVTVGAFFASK
ABCG2 inh = ABCG2 efflux pump inhibitors, primary screen, multiplex with ABCB1, IgMXP3 cells, flow cytometry; Broad substrate specificity ATP-binding cassette transporter ABCG2 (Homo sapiens), Q9UNQ0; inhibition, % at 6.6 µM; 190,000 tested, 0.1% active; JC-1 efflux;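 active = inhibition above 80%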;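 note: 0% = DMSO and 100% = nicardipine control wells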
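System: two drug-resistant human cell lines, ABCG2 and ABCB1; controls: nicardipine high and DMSO low controls; times: 10 min exposure at 25 °C with rotation, no wash; detection: flow cytometry of retained JC-1 fluorescence; read-out basis: percent efflux inhibition, scaled nicardipine 100% to DMSO 0%; doses: one concentration, 6.6 µM final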
Bcl-B Bim block = inhibitors of Bim-Bcl-B binding, primary screen, biochemical, multiplexed, human Bcl-2 family. bead-based flow cytometry, Bim peptide-Bcl-B binding. Bcl-2-like protein 10 (Homo sapiens), Q9HD36. 190,000 tested, 0.073% active. AID 951, 2007. inhibition, % at 10 µM;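 note: 0% = tracer peptide without compound and 100% = reference inhibitor peptide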
Target sequence (Q9HD36 whole entry, looked up): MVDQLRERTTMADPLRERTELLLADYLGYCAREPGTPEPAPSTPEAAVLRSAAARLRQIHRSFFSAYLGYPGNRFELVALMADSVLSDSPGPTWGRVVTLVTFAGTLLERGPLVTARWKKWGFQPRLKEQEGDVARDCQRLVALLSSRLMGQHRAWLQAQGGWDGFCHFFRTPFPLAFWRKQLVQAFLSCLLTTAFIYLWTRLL
Bim-Bcl-2 = inhibitors of Bim-Bcl-2 binding, primary screen, biochemical, multiplexed, human Bcl-2 family; Bead-based flow cytometry, Bim peptide-Bcl-2 binding; inhibition, % at 10 µM; 190,000 tested, 0.06% active; in the data active = inhibition above about 40%; inconclusive = no clear call, values can overlap the other calls;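 note: 0% = no compound wells with probe peptide and 100% = reference peptide inhibitor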
Target sequence (P10415 whole entry, looked up): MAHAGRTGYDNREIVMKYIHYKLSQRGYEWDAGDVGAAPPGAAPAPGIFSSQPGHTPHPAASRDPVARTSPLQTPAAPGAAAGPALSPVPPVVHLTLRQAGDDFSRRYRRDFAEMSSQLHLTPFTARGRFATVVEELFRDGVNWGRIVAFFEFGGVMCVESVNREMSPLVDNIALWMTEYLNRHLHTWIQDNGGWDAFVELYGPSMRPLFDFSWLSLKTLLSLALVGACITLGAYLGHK
ABCB1 inh = ABCB1 efflux pump inhibitors, primary screen, cell-based, multiplex, flow cytometry, ABCG2 counter-screen. ATP-dependent translocase ABCB1 (Homo sapiens), P08183. CCRF-Adr cells, JC-1 efflux. inhibition, % at 6.6 µM. 190,000 tested, 0.067% active. AID 1326, 2008; in the data active = inhibition above about 40%;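 note: 0% = vehicle and 100% = reference inhibitor; higher value means more JC-1 retained so stronger ABCB1 efflux block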
RGS4-Gao reg = modulators of RGS4 binding to Galphao, primary screen, biochemical, multiplexed bead flow cytometry; Guanine nucleotide-binding protein G(o) subunit alpha (Homo sapiens), P09471; actives lie on both sides; binding response (% of control), % at 10 µM; 220,000 tested, 0.33% active; in the data active = binding response below about 49% or above about 150%; inactive = in between;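 note: fluorescent Galphao activated with aluminum fluoride binding bead-coupled RGS4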
Target sequence (P09471 whole entry, looked up): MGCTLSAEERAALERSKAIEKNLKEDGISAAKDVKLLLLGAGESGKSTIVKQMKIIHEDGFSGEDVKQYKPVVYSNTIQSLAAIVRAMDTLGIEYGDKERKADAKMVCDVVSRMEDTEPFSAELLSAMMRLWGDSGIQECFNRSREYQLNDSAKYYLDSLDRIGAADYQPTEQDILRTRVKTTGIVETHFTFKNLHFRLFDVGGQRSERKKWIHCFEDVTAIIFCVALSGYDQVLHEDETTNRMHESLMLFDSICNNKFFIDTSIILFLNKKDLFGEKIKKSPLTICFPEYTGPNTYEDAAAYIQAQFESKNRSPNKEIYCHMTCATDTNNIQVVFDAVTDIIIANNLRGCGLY
Bim-Bcl-XL = inhibitors of Bim-Bcl-XL binding, primary screen, biochemical, multiplexed, bead flow cytometry, human Bcl-XL; Bcl-2-like protein 1 (Homo sapiens), Q07817; Bim peptide-Bcl-XL binding, fluorescence; inhibition, % at 10 µM; 190,000 tested, 0.04% active
RGS7-Gao reg = RGS7-Galphao binding modulators, primary screen, biochemical, multiplexed bead flow cytometry; Guanine nucleotide-binding protein G(o) subunit alpha (Homo sapiens), P09471; actives lie on both sides; binding response (% of control), % at 10 µM; 220,000 tested, 0.35% active; AID 1439, 2008; in the data active = binding response below about 49% or above about 150%; inconclusive = no clear call, values can overlap the other calls; inactive = in between;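 note: fluorescent Galphao held in activated GDP-AlF4 state binding bead-coupled RGS7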
GSH bead fluor = compound fluorescence on glutathione beads, profiling panel, artefact control, biophysical, 488/530 nm, flow cytometry; GSH beads flow cytometry, compound fluorescence 488/530 nm; active compounds read high; fluorescence (KMESF) at 10 µM; 190,000 tested, 0.25% active; in the data active = fluorescence above about 89;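 note: glutathione beads carrying GST-tagged Bcl family fusion proteins plus one bare bead set; values are compound well signal with DMSO vehicle wells as background; inactives centre near 16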
Bfl-1 Bim block = inhibitors of Bim binding to Bfl-1, primary screen, biochemical, multiplexed, bead-based flow cytometry | Bim-Bfl-1 binding inhibition | inhibition, % at 10 µM | 190,000 tested, 0.12% active;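 note: 0% = wells without compound plus tracer and 100% = blocker peptide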
RGS8-Gao = RGS8-Galphao binding modulators, primary screen, biochemical, multiplexed bead flow cytometry | Guanine nucleotide-binding protein G(o) subunit alpha (Homo sapiens), P09471 | actives lie on both sides | response (percent of control binding), % at 10 µM | 220,000 tested, 0.34% active; in the data active = response below about 60% or above about 140%; inactive = in between;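 note: Galphao activated as the GDP aluminium fluoride complex binding bead-coupled RGS8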
* = called active by the depositor; u = inconclusive; x = no result given. Cut-off read from the data, not from the text of the source, unless noted: active = inhibition above about 40%.

SMILES	Bcl-W Bim block	ABCG2 inh	Bcl-B Bim block	Bim-Bcl-2	ABCB1 inh	RGS4-Gao reg	Bim-Bcl-XL	RGS7-Gao reg	GSH bead fluor	Bfl-1 Bim block	RGS8-Gao
Cc1cc(C(=O)CSc2nnnn2C)c(C)n1C1CC1	0	6	-3	-2	0.3	104	-3	104	12	-5	103
O=C(O)C1CC=CCC1C(=O)Nc1cccc(Cl)c1Cl (stereo not drawn)	-1	-7	-4	-8	-1.2	101	-7	102	25	-16	99
O=C(c1ccc2snnc2c1)N1CCN(c2ccccc2)CC1	2	1	-3	-1	0.3	102	-3	101	6	-8	101
O=C(C1=C[C@@H](c2ccc(Br)cc2)C[C@@H](OCc2ccc(CO)cc2)O1)N1CCN(Cc2ccccc2)CC1	-2	3	-4	-1	1.6	99	-1	98	19	-4	99
COc1cccc(C(=O)Nc2ccc3c(c2)C(=O)c2ccccc2C3=O)c1	1	2	0	4	-0.3	109	4	106	10	4	114
CCOc1ccc(/C=N/Nc2ccccn2)cc1	0	1	-2	0	-0.1	90	0	104	12	-6	94
CCCC(=O)C1=C(c2ccccc2)C(C#N)(C#N)C(C#N)=C1N	1	-1	0	-1	-0.5	100	-10	90	35	0	95
Cc1cc(C)c(S(=O)(=O)N2CCCCC2)cc1N(C)S(=O)(=O)c1ccc(Cl)cc1	1	6	-5	-4	1.5	98	-2	102	23	-13	100
Cc1ccc(NC(=O)Cn2nc(C)c3ccccc3c2=O)cc1F	3	6	-7	-8	0.1	103	0	100	41	-11	102
CCn1c(SCC(=O)Nc2cc(F)ccc2C)nnc1-c1ccccc1O	-1	11	2	0	1.8	100	0	101	18	0	99
O=C(CCCCCn1c(=S)[nH]c2ccc(Br)cc2c1=O)NCC1CCCO1 (stereo not drawn)	-4	81*	-12	-12	2.7	100	-8	99	38	-13	101
C[C@H]1CCC[C@]2(O[C@@H](CCO)C[C@H](O)[C@H]2O)O1	0	0	-3	-1	0.1	98	-3	95	19	0	103
CCC(C)NCC(O)(c1ccc(Cl)cc1)c1ccc(Cl)cc1 (stereo not drawn)	4	1	0	0	0.6	97	5	102	10	-4	104
COc1ccc(-c2nn[nH]n2)cc1OC	3	0	-1	-1	-0.1	101	-1	101	22	-7	100
O=C(CC(O)(C(F)(F)F)C(F)(F)F)Nc1ccc(Cl)c(Cl)c1	1	0	-7	-3	0.0	108	-3	103	21	-12	103
CCOc1cccc(NC(=O)CSc2nncn2N)c1	-1	1	-4	-4	0.1	98	-1	97	10	-3	97
Cc1ccc(-c2noc(CCC(=O)N3CCCc4ccccc43)n2)cc1	-3	39	0	2	1.2	101	-2	102	17	-1	102
CCNCc1cc(Cl)c(OCc2ccccc2)c(OCC)c1	4	1	-2	-1	0.6	104	2	106	21	-4	104
Cc1ccc2c(c1)C(N1CCCC1=O)CC(c1ccco1)N2 (stereo not drawn)	1	1	1	1	0.4	107	0	99	11	14	102
CC(=O)Nc1ccccc1OCC(=O)c1ccc2c(c1)OCO2	0	7	-7	-10	0.7	99	-3	99	16	-15	99
CCOC(=O)c1nn(-c2cccc(OC)c2)c(-c2ccccc2)c1C(=O)c1ccccc1	0	2	1	1	0.7	98	1	99	10	0	99
C=CCn1cnc2c(NCc3ccccc3)ncnc21	-2	23	-6	-5	0.1	99	-6	98	32	-8	101
COc1cc(C(=O)Nc2ccc(NC(=O)c3ccco3)nc2)cc(OC)c1OC	-2	2	0	-2	0.6	90	0	90	25	-1	93
COc1cc(C(=O)OCC(=O)c2cc(C)n(C)c2C)cc(NC(=O)c2ccco2)c1OC	-2	40	-11	-6	14	101	-10	102	25	-17	101
Cc1ccc(C(C)C)c(OCCCNCc2cccnc2)c1	-4	2	-6	0	0.8	103	-5	u	19	-3	103

Brought forward from above: 4 compounds, then new ones.
SMILES	Bcl-W Bim block	ABCG2 inh	Bcl-B Bim block	Bim-Bcl-2	ABCB1 inh	RGS4-Gao reg	Bim-Bcl-XL	RGS7-Gao reg	GSH bead fluor	Bfl-1 Bim block	RGS8-Gao
C=CCn1cnc2c(NCc3ccccc3)ncnc21	-2	23	-6	-5	0.1	99	-6	98	32	-8	101
COc1cc(C(=O)Nc2ccc(NC(=O)c3ccco3)nc2)cc(OC)c1OC	-2	2	0	-2	0.6	90	0	90	25	-1	93
COc1cc(C(=O)OCC(=O)c2cc(C)n(C)c2C)cc(NC(=O)c2ccco2)c1OC	-2	40	-11	-6	14	101	-10	102	25	-17	101
Cc1ccc(C(C)C)c(OCCCNCc2cccnc2)c1	-4	2	-6	0	0.8	103	-5	u	19	-3	103
Cc1cc(Sc2nccn2C)ncc1[N+](=O)[O-]	-3	6	-3	2	1.1	100	-4	100	9	1	104
CCOC(=O)c1cc2ccccc2nc1C	-1	6	0	0	0.5	97	-2	96	52	-8	98
O=C(O)CC(C(=O)Nc1ccc(Cl)c(Cl)c1)C1CCCO1 (stereo not drawn)	-2	0	-2	-1	0.2	101	0	101	18	-1	104
Cc1ccc(NC(=O)C2SC(=Nc3ccccc3)C(C(=O)Nc3ccc(Cl)cc3)=C2N)cc1 (stereo not drawn)	0	0	-5	-3	-0.6	93	-4	99	16	-5	98
CCOc1ncccc1C(=O)OCC(=O)Nc1ccc(C)c(S(=O)(=O)N(C)C)c1	-3	5	-3	-5	1.3	99	-4	u	15	-5	99
CCSC1=C(C#N)C(c2ccccc2Cl)C(C(=O)c2cccs2)C(O)(C(F)(F)F)N1 (stereo not drawn)	2	0	-6	-6	0.3	101	10	103	49	-11	98
Cc1ccc2nc(NC(=O)[C@H](C)N3C(=O)C4CC=CCC4C3=O)sc2c1 (stereo partly drawn)	5	0	-1	3	-0.1	101	-2	104	11	0	101
Cc1cc(NC(=O)Cn2cc([N+](=O)[O-])cn2)n(Cc2ccc(F)cc2)n1	0	5	-3	-6	1.4	99	0	98	12	0	84
CCn1c(NC(=O)c2ccc(C)cc2)c2ccccc2nc1=O	2	2	-9	-8	0.5	99	-1	106	16	-13	100
CO/N=C/NC(=O)NOCc1ccc(Cl)cc1Cl	0	10	0	-3	0.9	95	-1	99	18	0	102
O=C(Oc1cc(=O)oc2ccccc12)c1ccccc1	-5	1	0	-5	-0.2	90	-6	98	20	0	99
O=C(CCc1nc(-c2cccs2)no1)NCc1ccc(F)cc1Cl	-1	-2	-6	-7	-2.1	102	-1	98	19	-11	104
Cc1ccc(OCCn2cc(C(=O)O)c3ccccc32)cc1	-3	0	0	-2	0.1	106	-3	100	11	3	103
CC(C)(C)NC(=O)COc1ccc(CNCc2cccnc2)cc1	-2	0	-3	4	-0.1	107	-1	104	14	-2	100
CCCNC(=S)Nc1cccc(C(F)(F)F)c1	-4	-10	-7	-4	-1.6	106	-6	100	3	-3	105
CCOC(=O)/C(C#N)=C/NC(=O)NC(C)(C)C	7	0	4	10	-0.1	94	10	98	9	10	89
COc1ccc(C(CNC(=O)c2ccc(N3CCCC3=O)cc2)N(C)C)cc1 (stereo not drawn)	0	22	-9	-6	-0.2	98	-3	97	37	-13	101
O=C(CSc1nnc(-c2ccc(Cl)cc2)n1Cc1ccco1)c1cccs1	-2	2	-12	-4	0.5	96	-4	94	12	-11	100
Cc1cccc(CCNC(=O)C2CCN(S(=O)(=O)c3c(C)noc3C)CC2)c1	-2	17	-7	-14	0.7	89	-10	93	26	-18	94
O=C(Nc1ccccc1C(=O)NCc1ccccc1)c1ccccc1	0	4	-5	-8	0.4	98	0	97	42	-10	103
O=C(NCc1ccccn1)c1cc(-c2ccccc2Cl)on1	-2	4	2	-1	0.3	97	-1	100	10	0	101
Nc1nnc(SCC(=O)Nc2ccc(F)c(Cl)c2)n1-c1ccccc1	1	1	0	2	0.0	96	-4	99	18	3	101
CC(C)OCC1CC(CC(=O)NC(=S)Nc2cccc([N+](=O)[O-])c2)C(=O)O1 (stereo not drawn)	0	5	0	-1	0.9	102	0	103	15	0	103
O=C1NCCN1CCNS(=O)(=O)c1ccc2ccccc2c1	2	16	-1	-3	1.3	98	-3	97	31	9	94
Cn1c(C(=O)NCCc2ccsc2)cc2c(=O)n(C)c3ccccc3c21	-6	2	-3	-5	0.9	95	-1	99	21	-1	100
Further compounds follow:
SMILES	Bcl-W Bim block	ABCG2 inh	Bcl-B Bim block	Bim-Bcl-2	ABCB1 inh	RGS4-Gao reg	Bim-Bcl-XL	RGS7-Gao reg	GSH bead fluor	Bfl-1 Bim block	RGS8-Gao
COc1cccc(/C=C/C(=O)OCC(=O)c2cc(C)n(CC3CCCO3)c2C)c1OC (stereo not drawn)	-5	8	-9	-9	1.1	105	-8	106	15	-7	106
Cc1cc(-c2nn(-c3ccccc3F)cc2CN2CCN(c3ccncc3)CC2)c(C)s1	-2	0	-3	0	1.9	105	1	100	13	-7	102
Cc1ccc(S(=O)(=O)NCC(=O)OCc2ccccc2Br)cc1	-6	7	-9	-5	6.4	104	-8	104	15	-5	104
Cc1cccc(OCC(=O)Nc2ccc3nc(C)sc3c2)c1	0	-4	2	-2	-1.3	100	0	u	10	2	100
CCOCCCNC(=O)C(c1ccc(C)cc1)N(Cc1ccc2c(c1)OCO2)C(=O)c1ccccn1 (stereo not drawn)	-1	-1	-8	-1	0.5	97	-7	97	8	-1	99
CC(C)c1ccc(C(CC(=O)c2ccc(Cl)cc2)C(=O)O)cc1 (stereo not drawn)	0	1	-4	-2	0.0	95	-1	96	40	-5	96
Cc1cccc(C)c1OCc1n[nH]c(=S)o1	1	0	-51	16	0.1	104	7	103	16	16	103
CC(CCc1ccccc1)NC(=O)CSc1ccccc1 (stereo not drawn)	2	2	4	2	0.3	102	-1	102	6	8	96
COc1cc(C(=O)Nc2nc(-c3ccc(C)cc3)cs2)ccc1OCC(=O)N1CCOCC1	-3	-21	-6	-1	-0.9	91	-4	85	5	0	83
O=C(CSc1ncccc1-c1nc2ccccc2[nH]1)N1CCc2ccccc21	-4	2	-2	-1	x	93	-5	90	8	3	93
CNc1oc(-c2ccc(Cl)cc2)nc1C#N	12	15	7	7	0.1	96	9	96	44	9	94
CCn1c2ccccc2c2cc(NS(=O)(=O)c3ccc(C)cc3)ccc21	2	2	-2	-4	0.3	99	0	101	10	-9	100
O=C(Cn1cnc2ccccc2c1=O)N(Cc1ccco1)c1ccc(O)cc1	1	6	-8	-9	0.9	97	-3	96	14	-10	101
Cn1cccc1C(=O)NC(=O)COC(=O)c1cc([N+](=O)[O-])ccc1Cl	0	5	-5	-4	0.7	101	0	99	8	-7	104
